Assay outcomes from PubChem BioAssay.
Rat MKP-3 inhibitors: MKP-3 phosphatase inhibitors, primary screen, biochemical, rat enzyme, in vitro (AID 425); recombinant MKP-3 phosphatase activity, fluorescence; higher % means a stronger effect; inhibition, % at 20 µM; hits with a dose series show IC50 in µM; hit rate 0.17% among 110,000; in the data active means inhibition above about 50%;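 further: plate controls were vehicle for no effect and reference inhibitor for full effect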
Hsp70 inhibitors: Hsp70 inhibitors, probe displacement, primary screen, biochemical, fluorescence polarization (AID 583) | one-dose displacement, % at 20 µM; IC50 in µM for titrated hits | hit rate 0.06% among 140,000 | Hsp70 fluorescence polarization probe displacement, mP; higher % means a stronger effect; in the data active means displacement above about 50%;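 further: plate controls were vehicle for no effect and reference ligand for full effect; a part of the inactive calls stands beside numbers as strong as those of hits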
Starred values were filed as active, the others as inactive; / = no result given; & = joins results of further samples. Only part of the results is shown; the hit share may differ from the screen's.

SMILES,Hsp70 inhibitors,Rat MKP-3 inhibitors
Cc1sc(NC(=O)c2ccc(-c3ccccc3)cc2)c(C(N)=O)c1C,-0.9%,1%
O=C(Cn1cccc1C(=O)c1ccccc1)NCc1ccco1,-5.3%,-2%
CCOc1cccc(-c2cc(C(=O)NN)[nH]n2)c1,-1.8%,2%
Cc1ccccc1Cn1cc(NC(=O)c2cc(-c3cccs3)on2)cn1,0.4%,-4%
O=C(CSc1ncn(-c2ccccc2)n1)Nc1nc2ccccc2s1,-2.3%,-10%
Cc1occc1C(=O)N/N=C/c1ccc(O)cc1O,-2.8%,-1%
Cc1ccc(-n2nnc3c(=O)n(CC(=O)N4CCCC4)cnc32)cc1,3.9%,-4%
COc1cccc2cc(C(C)N(CCCN3CCOCC3)C(=O)Nc3ccc(Cl)cc3)oc12 (stereo not given),3.2%,4%
COc1ccc(S(=O)(=O)NCC(=O)N(CC(=O)NCC2CCCO2)c2c(C)cccc2C)cc1 (stereo not given),-4.0%,4%
COc1ccc(C(=O)Oc2ccc(/C=N/O)cc2)cc1,0.4%,4%
c1ccc(OCCN2CCCCC2)cc1,-2.5%,-2%
O=C(Nc1ccc(Cl)c(Cl)c1)Nc1cccc(Cl)c1Cl,3.7%,1%
Cc1ccc(C)c2[nH]c(=O)c(CCNC(=O)c3ccc(Br)o3)cc12,3.6%,-5%
CCOC(=O)C1=CN(c2ccc(OCC)cc2)C=C(C(=O)OCC)C1c1ccc2c(c1)OCO2,-2.8%,0%
Cn1c(SCC(=O)c2ccccc2)nnc1-c1ccco1,-0.8%,/
Cc1nc(N2CCc3ccccc32)[nH]c(=O)c1CCC(C)C,0.8%,-5%
COc1ccc(N2CCN(Cc3cc(=O)oc4cc(C)c(Cl)cc34)CC2)cc1,-3.8%,-20%
CCCCc1c(C)nc2c(C)cccc2c1SCC(=O)O,2.7%,2%
CCN1CCN(C(=O)C2(C)CCCCC2)CC1,-0.9%,1%
COc1ccccc1C(=O)NC(NC(=O)c1ccccc1OC)c1ccc(Br)cc1,0.2%,6%
CCOC(=O)C1=C(C)N=c2s/c(=C\c3ccc(N(C)C)cc3)c(=O)n2C1c1cccc(OC)c1 (stereo not given),-137%,0%
COc1ccc(C(=O)COC(=O)CN2C(=O)C3C4C=CC(C4)C3C2=O)cc1 (stereo not given),-0.8%,-8%
CCc1ccccc1NC(=O)COc1ccc(Br)cc1C(C)(C)C,0.2%,5%
Cc1nc2ccccc2n1CC(=O)NCCN1CCCC1,/,0%
O=C(Nc1nc2ccccc2[nH]1)c1ccccc1F,0.1%,1%

New compounds follow
SMILES,Hsp70 inhibitors,Rat MKP-3 inhibitors
O=C(Nc1ccccc1Br)c1ccccc1O,-1.5%,0%
CN(C)c1ccc(-c2nn3c(-c4ccncc4)nnc3s2)cc1,-3.8%,-1%
CCc1ccc(Cn2nnc(C(=O)Nc3cccc(C)c3)c2N)cc1,-2.0%,-9%
O=c1c2c3c(sc2nc2sc(CN4CCOCC4)cn12)CCCC3,0.6%,-1%
Cc1nc2ncnn2c(C)c1CCC(=O)NCc1ccco1,2.6%,-2%
NC1=NC2(CCCC2)N=C(Nc2ccc(F)cc2F)N1,-3.6%,4%
COc1ccc2[nH]c(=O)c(-c3noc(-c4ccc(F)cc4)n3)cc2c1,17%,37%
Cc1ccc(S(=O)(=O)N2C(=O)CCC2C(=O)NCc2ccco2)cc1 (stereo not given),3.6%,-4%
O=C(CCCc1c[nH]c2ccccc12)N1CCOCC1,-4.1%,-16%
CCN(CC)CCOC(=O)C12CC3CC(CC(C3)C1)C2,2.5%,-8%
N=C1C(c2nc(-c3ccc(Cl)cc3)cs2)=C(O)CN1CCCN1CCOCC1,-2.7%,-4%
Clc1ccc(OCCSc2ncccn2)c2ccccc12,6.0%,/
Cc1ccc(-c2nnn(CCC(=O)Nc3ccc4c(c3)OCO4)n2)cc1,1.5%,2%
CCOc1cc2[nH]c(=O)n(Cc3ccc(C(=O)NCCOC)cc3)c(=O)c2cc1OCC,-4.8%,-7%
O=C1c2ccccc2C(=O)N1CCCN1CCN(CCCN2C(=O)c3ccccc3C2=O)CC1,-1.6%,/
CCN1CCN(c2nc3ccccc3nc2C(C#N)S(=O)(=O)c2ccc(C)cc2)CC1 (stereo not given),4.0%,/
O=C(CSc1nc2ccccc2[nH]1)NC1CCCC1,10%,-4%
Nc1ccc2[nH]nc3c2c1C(=O)c1ccccc1-3,125%,-23%
CCn1c2ccccc2c2nnc(SCC(=O)NCCOC)nc21,-3.1%,-8%
Cn1c(=O)cc2c3c(c(Nc4ccc(C=O)cc4)ccc31)C(=O)c1ccccc1-2,15%,5%
Cc1ccc(C(C(=O)NC2CCCC2)N(Cc2ccco2)C(=O)CCC(=O)Nc2cc(C)on2)cc1 (stereo not given),11%,/
O=c1cnc2ccccc2n1CC1CCCCC1,0.6%,-5%
CCOC(=O)c1sc(C)c2c1NC(C)(c1ccccc1)NC2=O (stereo not given),3.1%,/
CCCCCCCCCOC(=O)C(CC(=O)O)N1CCOCC1 (stereo not given),-0.5%,/
Cc1ccc2c(n1)sc1c(N)ncnc12,-4.4%,-2%

Other results.
SMILES,Hsp70 inhibitors,Rat MKP-3 inhibitors
O=C(C1CCCN(S(=O)(=O)c2cccc3cccnc23)C1)N1CCc2ccccc21 (stereo not given),2.6%,1%
O=C(c1cc2ccccc2c(=O)o1)N1CCc2ccccc2C1,-2.2%,-2%
Cc1ccc(S(=O)(=O)NCCN2CCOCC2)cc1,0.7%&-1.4%,-3%
COc1ccc(C)cc1NC(=O)c1ccc(C)c(C)c1,-0.6%,1%
CCOc1ccccc1NC(=O)C1CCN(S(=O)(=O)c2ccc(OC)c(OC)c2)CC1,-0.8%,1%
COc1cc(/C=N/N2CCN(Cc3cccc4ccccc34)CC2)cc(OC)c1O,4.0%,-1%
CCSC1(SCC)N=C(N)C2(C#N)C(c3ccc(OC)c(OC)c3OC)C12C#N (stereo not given),5.5%,-4%
O=C(O)c1ccc2c(c1)C(=O)N(c1ccc(Cl)cn1)C2=O,1.0%,-3%
Cc1cccc(N2CCN(C(=O)COc3cc(=O)n(C)c4ccccc34)CC2)c1C,/,9%
CN(C)C=NCCn1c(N2CCOCC2)nc2c1c(=O)n(C)c(=O)n2C,1.9%,0%
O=C(Nc1cc(C(F)(F)F)cc(C(F)(F)F)c1)c1ccc2c(c1)OCCO2,1.4%,2%
CC1(C)CC(=O)C=C(Nc2ccc(F)cc2)C1,-3.8%,-8%
O=C(CN1C(=O)/C(=C\c2ccccc2F)SC1=S)Nc1nc2ccccc2s1,1.7%,3%
O=C(CSc1nc2c(c(=O)n1-c1ccc(Cl)cc1)SCC2)N1CCOCC1,-3.2%,-5%
COc1ccc(CC(=O)N2CCN(c3ccc(F)cc3)CC2)cc1OC,-6.2%,7%
CN1CCN(C(=O)C2CC(=O)N(c3ccc(F)c(Cl)c3)C2)CC1 (stereo not given),-6.0%,2%
CCOc1cccc(-c2nnc(NC(=O)c3ccccc3F)s2)c1,-1.3%,-1%
COc1ccccc1C(=O)Nc1ccc2c(c1)nc1n2CCSC1,-1.0%,-73%
O=[N+]([O-])c1ccc(N2CCN(Cc3ccccc3)CC2)nc1,-2.4%,1%
CCC(C)NC(=O)c1ccc(CS(=O)(=O)c2ccc(OC)cc2)o1 (stereo not given),7.8%,-11%
O=C(CSc1ccc2nnc(-c3ccncc3)n2n1)NCc1ccco1,-5.6%,2%
CS(=O)(=O)N(CCc1ccccc1)CC(=O)NCC1CCCO1 (stereo not given),-2.7%,-3%
COc1ccccc1NC(=O)c1ccc(Cl)cc1Cl,3.8%,-2%
Cc1ccc2oc(-c3ccc(NC(=O)Cc4ccccc4)c(C)c3)nc2c1,-2.9%,8%
COc1cc(NC(=O)c2cc([N+](=O)[O-])ccc2Br)ccc1NC(=O)c1ccco1,-1.8%,0%

2 of the compounds above, with two lines to a compound:
Sequence of screens: Hsp70 inhibitors	Rat MKP-3 inhibitors
CCOc1ccccc1NC(=O)C1CCN(S(=O)(=O)c2ccc(OC)c(OC)c2)CC1
    -0.8%	1%
COc1cc(/C=N/N2CCN(Cc3cccc4ccccc34)CC2)cc(OC)c1O
    4.0%	-1%

New compounds follow.
SMILES,Hsp70 inhibitors,Rat MKP-3 inhibitors
O=C(CN(c1ccc(F)cc1)S(=O)(=O)c1ccccc1)Nc1cccc(Br)c1,-1.2%,1%
O=C1Nc2ccc([N+](=O)[O-])cc2C1=Nc1ccc(-c2ccc(N=C3C(=O)Nc4ccc([N+](=O)[O-])cc43)cc2)cc1,-9.0%,0%
Cc1cc(C)n2cc(CSc3nnnn3-c3ccccc3)nc2n1,-0.4%,-8%
COc1ccccc1C1C(C(=O)c2cc3ccccc3o2)=C(O)C(=O)N1CCN1CCOCC1 (stereo not given),3.7%,-2%
CCOCCCn1c(=N)c(C(=O)NCCN2CCOCC2)cc2c(=O)n3cccc(C)c3nc21,-3.1%,-1%
O=C(CN1C(=O)C2C3C=CC(C3)C2C1=O)NCc1ccco1 (stereo not given),-2.1%,/
Cn1c(SCC(=O)Nc2cc(=O)n(C)c(=O)n2C)nnc1C12CC3CC(CC(C3)C1)C2,-2.7%,-9%
Cc1ccc2[nH]c3c(N4CCc5ccccc5C4)ncnc3c2c1,0.3%,/
COc1ccc(CNC(=O)Nc2ccc(C)cc2)cc1,6.5%,3%
Cc1cc(-c2cccs2)c2c(n1)sc1c(=O)[nH]c(=O)[nH]c12,0.6%,-10%
CCSc1nnc(NC(=O)C(Cc2ccccc2)n2cccc2)s1 (stereo not given),-0.7%,-4%
CCn1c(SCC(=O)c2cccs2)nnc1-c1cccs1,-1.8%,5%
N#C/C(=C/c1ccc(Cl)cc1)C(=O)Nc1ccc(O)cc1,-1.6%,1%
CC1CCc2nn(CC(=O)NCCCN3CCCC3=O)cc2C1 (stereo not given),2.3%,-7%
CCOc1ccc(N(CC(=O)Nc2cccc(Cl)c2)S(=O)(=O)c2c(C)noc2C)cc1,1.7%,-4%
Cc1ccc(NC(=O)c2ccc(C)o2)cc1,-3.6%,4%
Cc1nn(Cc2ccc(F)cc2)c(C)c1NC(=O)c1cnn2c1NC(c1cccs1)CC2C(F)(F)F (stereo not given),-1.6%,/
N#CSCCCCCOc1ccc(I)cc1,-6.3%,2%
CCc1nc(-c2ccccc2O)n(-c2ccccc2)n1,2.1%,-5%
COc1ccc(S(=O)(=O)N(CC(=O)Nc2cccc(C(F)(F)F)c2)Cc2ccccc2)cc1,-13%,2%
CCOC(=O)N1CCN(C(=O)/C(=C/c2ccc(OC)c(OC)c2)NC(=O)c2ccccc2)CC1,3.2%,2%
Cc1ccc(/C=C/C(=O)Nc2nc(-c3ccccc3)c(C)s2)cc1,2.2%,0%
O=C(Nc1ccc(Cl)c(C(F)(F)F)c1)NC1CC2CCCC(C1)N2C1CC1 (stereo not given),6.6%,/
CCc1ccccc1N1CCN(S(=O)(=O)c2ccc(F)c(C)c2)CC1,-1.1%,-16%
O=C(O)CCCC(=O)Nc1cccc(C(=O)O)c1,-0.7%,-4%

Another view of 5 compounds above:
Screens in order: Hsp70 inhibitors	Rat MKP-3 inhibitors
CCOc1ccccc1NC(=O)C1CCN(S(=O)(=O)c2ccc(OC)c(OC)c2)CC1
    -0.8%	1%
CS(=O)(=O)N(CCc1ccccc1)CC(=O)NCC1CCCO1 (stereo not given)
    -2.7%	-3%
CCOC(=O)C1=C(C)N=c2s/c(=C\c3ccc(N(C)C)cc3)c(=O)n2C1c1cccc(OC)c1 (stereo not given)
    -137%	0%
COc1ccc(N2CCN(Cc3cc(=O)oc4cc(C)c(Cl)cc34)CC2)cc1
    -3.8%	-20%
Cc1ccc(NC(=O)c2ccc(C)o2)cc1
    -3.6%	4%

Other results follow.
SMILES,Hsp70 inhibitors,Rat MKP-3 inhibitors
O=S(=O)(c1ccc(F)cc1)n1nnc2ccccc21,-3.0%,-1%
O=C(CN(c1ccc(F)cc1)S(=O)(=O)c1ccc2c(c1)OCCO2)N1CCOCC1,5.4%,-2%
CCOC(=O)c1ccc(N2NC(=O)/C(=C/c3cccc(Br)c3)C2=O)cc1,-0.8%,1%
N#Cc1c(Nc2ccccc2)ccn(CC(=O)c2ccccc2)c1=O,-0.1%,1%
Cc1cc(/C(=N/O)C(C)(C)NO)ccc1Cl,-1.1%,3%
Cc1nc(-c2ccc(NC(=O)c3cccs3)cc2)cs1,1.0%,-5%
COc1cc(S(=O)(=O)N(Cc2ccccn2)Cc2ccccc2Cl)ccc1-n1cnnn1,6.1%,/
CCCOc1ccc(CC(=O)NNC(=S)Nc2ccccc2)cc1Br,8.1%,/
COC(=O)Cn1c(=O)c2c(nc(Br)n2Cc2ccccc2Cl)n(C)c1=O,6.0%,/
CCOc1cccc(N2C(=O)CC(N3CCC(C(N)=O)(N4CCCCC4)CC3)C2=O)c1 (stereo not given),0.9%&-0.2%,-10%&4%
O=C(NCCCN1CCN(c2cccc(Cl)c2)CC1)c1nc(-c2ccncc2)no1,/,1%
COc1cc(/C=N/Nc2nc3ccccc3o2)cc(OC)c1O,-1.0%,/
O=C(O)C1CCCCC1C(=O)NCCCn1ccnc1 (stereo not given),2.0%,/
CC(C)NC(=O)Cn1nnc(-c2cccc(NC(=O)c3ccccc3F)c2)n1,2.8%,-4%
CC(C)C(=O)Nc1ccccc1C(=O)Nc1ccc(C(=O)O)cc1,-6.2%,3%
C/C(CCc1oc2c(Br)cc(Br)cc2c1-c1ccc(C)o1)=N\O,-3.6%&-4.6%,0%
